GASC-1 inh: inhibitors of human GASC-1 (JMJD2C) demethylase | GST-JMJD2C(1-420) H3K9me3 demethylation, DELFIA europium | 0.069% of 330,000 active | Q9H3R0 | inhibition, % at 2.35 µM | AID 2099;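 active = more than half of a compound's replicate wells show inhibition beyond 50%, single wells judged on their own value; inconclusive = some, but no more than half, of replicates pass 50% inhibition; inactive = no replicate passes 50% inhibition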;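 also: signal counts dimethyl H3K9 product captured on neutravidin plate; 0% = median of DMSO wells and 100% = 0.3 times that DMSO median; strong numbers were not always called active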
Target sequence (Q9H3R0 1-420 limits assumed): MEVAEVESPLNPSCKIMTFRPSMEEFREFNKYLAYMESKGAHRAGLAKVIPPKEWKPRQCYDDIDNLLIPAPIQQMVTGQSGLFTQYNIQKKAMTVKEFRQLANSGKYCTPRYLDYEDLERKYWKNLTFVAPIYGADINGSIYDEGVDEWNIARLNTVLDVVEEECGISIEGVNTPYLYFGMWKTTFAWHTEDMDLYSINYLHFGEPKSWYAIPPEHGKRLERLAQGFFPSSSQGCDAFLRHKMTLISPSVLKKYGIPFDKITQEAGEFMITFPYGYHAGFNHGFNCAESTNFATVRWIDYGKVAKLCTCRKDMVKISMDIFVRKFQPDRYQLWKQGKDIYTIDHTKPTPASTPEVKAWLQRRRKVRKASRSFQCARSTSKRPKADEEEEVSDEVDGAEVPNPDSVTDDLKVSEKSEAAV
AGP1 TOR yeast: alters AGP1-GFP fluorescence in TOR pathway yeast screen | S. cerevisiae AGP1-GFP multiplex flow cytometry, 3 h; GFP as percent of DMSO wells | GFP response vs DMSO, % at 10 µM | 0.02% of 320,000 active;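 active = GFP response relative to DMSO above a set limit, near screen average plus 3 SD, cut at about 150% in these data; inconclusive = fewer than 70 cells counted for the yeast strain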;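 also: median GFP channel fluorescence of the gated AGP1 strain per well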
VLA-4 inh: inhibition in a human VLA-4 binding assay; P13612; VLA-4 expressing cells, ligand binding flow cytometry; 0.2% of 330,000 active; inhibition, % (about 7 µM as worked out from the volumes in the protocol); AID 2557; in the data active = inhibition above about 50%
GRK2 inh: human GRK2 inhibition via aptamer displacement | bead flow cytometry, FAM-aptamer displacement from GRK2 | inhibition of aptamer binding, % at 10 µM | 0.59% of 330,000 active;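 active = inhibition of aptamer binding above 40%, roughly 3 SD of noise, on plates passing a quality check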;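 also: median bead fluorescence of bound FAM aptamer so fluorescent compounds give negative values; no value below 0 was filed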
Target sequence (P25098 whole entry, looked up): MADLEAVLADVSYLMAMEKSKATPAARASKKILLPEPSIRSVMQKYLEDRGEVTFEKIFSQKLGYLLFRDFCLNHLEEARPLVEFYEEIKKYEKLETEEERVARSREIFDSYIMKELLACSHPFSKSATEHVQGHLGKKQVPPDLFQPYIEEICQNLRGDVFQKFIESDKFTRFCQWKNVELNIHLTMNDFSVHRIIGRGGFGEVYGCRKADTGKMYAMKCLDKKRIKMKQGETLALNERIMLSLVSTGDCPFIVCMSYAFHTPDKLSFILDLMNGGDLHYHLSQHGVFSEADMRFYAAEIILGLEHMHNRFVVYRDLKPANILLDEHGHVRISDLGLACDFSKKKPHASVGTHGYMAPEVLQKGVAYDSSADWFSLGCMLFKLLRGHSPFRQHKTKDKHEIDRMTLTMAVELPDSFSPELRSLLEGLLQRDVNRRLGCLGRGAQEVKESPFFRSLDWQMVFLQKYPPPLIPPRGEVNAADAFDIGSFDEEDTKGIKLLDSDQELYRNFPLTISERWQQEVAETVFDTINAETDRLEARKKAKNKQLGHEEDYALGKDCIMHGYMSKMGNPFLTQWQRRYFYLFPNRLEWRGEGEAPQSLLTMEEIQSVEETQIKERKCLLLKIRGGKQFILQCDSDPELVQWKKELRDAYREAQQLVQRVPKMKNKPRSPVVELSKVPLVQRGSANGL
LAP4-GFP MLPCN: alters LAP4-GFP fluorescence in TOR pathway yeast screen | S. cerevisiae LAP4-GFP multiplex, flow cytometry GFP, 3 h; median GFP as percent of DMSO wells | GFP response vs DMSO, % at 10 µM | 0.34% of 320,000 active;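 active = GFP response vs DMSO above a set limit, about the screen mean plus 3 SD, cut at about 150% in these data; inconclusive = under 70 cell events counted for the yeast strain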
MEP2 TOR yeast: alters MEP2-GFP fluorescence in TOR pathway yeast screen | S. cerevisiae MEP2-GFP strain, flow cytometry GFP, 3 h; 100% = DMSO control level | GFP response vs DMSO, % at 10 µM | 0.51% of 330,000 active | AID 2016;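 active = GFP response versus DMSO above a set limit, roughly screen mean plus 3 SD, cut at about 180% in these data; inconclusive = fewer than 70 cells counted for a yeast strain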;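 also: median GFP fluorescence of the barcode-gated MEP2-GFP cells per well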
CIT2-GFP yeast: alters CIT2-GFP fluorescence in TOR pathway yeast screen; GFP response vs DMSO, % at 10 µM; S. cerevisiae CIT2-GFP strain, flow cytometry, 3 h; 100 means same as DMSO wells; 0.065% of 320,000 active;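 active = GFP response relative to DMSO above a set limit, near the screen mean plus 3 SD, cut at about 150% in these data; inconclusive = Fewer than 70 cells measured for a yeast strain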;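 also: ratio of well median GFP fluorescence to mean of DMSO wells on the plate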
RPL19A TOR yeast: alters RPL19A-GFP fluorescence in TOR pathway yeast screen | S. cerevisiae RPL19A-GFP strain, flow cytometry, 3 h; hits give low values | percent response vs DMSO, % at 10 µM | 0.3% of 330,000 active;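 active = percent response vs DMSO below 50%; inconclusive = fewer than 70 events counted for the yeast strain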;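 also: median channel GFP fluorescence of the barcoded RPL19A-GFP strain; ratio of sample median GFP to plate DMSO average so 100% = DMSO; lower means less RPL19A-GFP as with rapamycin TOR inhibition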
* = called active by the depositor; ? = inconclusive; nt = not tested or not shown. Compounds as they come, and some 1.7% of all compounds hit somewhere here.

SMILES	GASC-1 inh	AGP1 TOR yeast	VLA-4 inh	GRK2 inh	LAP4-GFP MLPCN	MEP2 TOR yeast	CIT2-GFP yeast	RPL19A TOR yeast
O=C(Cn1cc2c(n1)CCCC2)NCc1cccc(Cl)c1	-8.5	99.7	-7.9	2.0	92.9	100.4	102.2	98.8
CCOC(=O)C1(Cc2cccc(Cl)c2)CCCN(C(=O)C2CC2)C1 (stereo unspecified)	-0.1	105.0	0.0	0.0	105.3	94.3	94.5	95.5
CCc1nc(SCC(=O)Nc2ccccc2OC)n[nH]1	23.9	101.0	0.8	0.0	94.7	103.5	100.6	105.0
Cc1cc(C)n(CCNC(=O)CC2C(=O)NCCN2Cc2ccccc2C(F)(F)F)n1 (stereo unspecified)	-1.1	96.6	15.0	3.0	99.4	98.6	94.9	99.9
O=c1cc(CN2CCN(c3ccccc3)CC2)c2c(ccc3ccccc32)o1	nt	91.2	8.1	3.0	95.9	95.9	84.6	91.1
COc1cc2[nH]c(=S)nc(NCc3cccs3)c2cc1OC	-0.9	96.9	0.0	2.0	86.6	106.1	103.0	99.9
O=C(Nn1cnnc1)c1ccccc1Cl	-13.1	97.8	9.3	4.0	90.2	86.7	104.1	102.7
CC[C@@H]1C=C(C(=O)O)[C@H](c2cccc(C)c2)N1S(=O)(=O)c1ccc(C)cc1	nt	108.0	28.0	1.0	108.7	103.3	92.9	103.4
Cc1cccc(C(=O)N2CCc3cc(-c4nc(NC(=O)CN5CCCC5)sc4C)ccc32)c1	26.4	97.3	5.5	0.0	94.5	100.6	105.2	97.9
N/C(=N\OC(=O)CC1CCCCC1)c1ccc(Cl)cc1	-35.2	88.8	-4.8	0.0	107.1	103.0	103.9	99.7
COc1ccc(C(=O)COC(=O)c2nc3nccc(C)n3n2)cc1F	11.1	103.6	-0.5	2.0	101.8	106.7	96.4	100.1
CCn1c(SCC(=O)Nc2cc(NC(C)=O)ccc2OC)nnc1-c1ccccn1	0.1	105.3	-88.7	1.0	102.5	103.8	101.7	101.8
COc1ccc(CCNC(=O)c2ccc(COc3ccccc3OC)o2)cc1	-4.5	103.6	4.6	0.0	105.7	102.7	103.5	98.2
CC(C)(C)c1ccc(C(=O)NNC(=O)c2cccc(Br)c2)cc1	30.5	106.4	6.0	2.0	104.1	102.9	104.5	99.6
O=c1[nH]cnc(O)c1C(c1ccc2c(c1)OCO2)c1c(O)nc[nH]c1=O	-2.8	102.2	-11.8	0.0	106.6	102.3	114.8	109.7

Compound profiles, as listed above.
Record of CCOC(=O)C1(Cc2cccc(Cl)c2)CCCN(C(=O)C2CC2)C1 (stereo unspecified) : GASC-1 inh: -0.1; AGP1 TOR yeast: 105.0; VLA-4 inh: 0.0; GRK2 inh: 0.0; LAP4-GFP MLPCN: 105.3; MEP2 TOR yeast: 94.3; CIT2-GFP yeast: 94.5; RPL19A TOR yeast: 95.5
Record of O=c1[nH]cnc(O)c1C(c1ccc2c(c1)OCO2)c1c(O)nc[nH]c1=O : GASC-1 inh: -2.8; AGP1 TOR yeast: 102.2; VLA-4 inh: -11.8; GRK2 inh: 0.0; LAP4-GFP MLPCN: 106.6; MEP2 TOR yeast: 102.3; CIT2-GFP yeast: 114.8; RPL19A TOR yeast: 109.7

The results go on.
SMILES	GASC-1 inh	AGP1 TOR yeast	VLA-4 inh	GRK2 inh	LAP4-GFP MLPCN	MEP2 TOR yeast	CIT2-GFP yeast	RPL19A TOR yeast
O=C(Nc1ccn(Cc2ccc(F)cc2)n1)c1ccncc1	2.5	98.6	-2.1	0.0	109.1	96.7	100.1	89.5
O=S(=O)(c1ccccc1)n1ccc2ccccc21	-4.5	69.4	13.1	1.0	103.7	100.9	100.1	95.3
COc1ccccc1N(CC(=O)Nc1c(C)n(C)n(-c2ccccc2)c1=O)S(=O)(=O)c1ccc(C)cc1	-0.3	102.5	0.5	0.0	106.5	101.2	97.6	101.2
O=S(=O)(c1ccc2c(c1)OCCO2)N1CCc2ccccc21	11.5	96.8	-3.6	2.0	104.8	100.5	76.7	86.6
CCN(CCNC(=O)C1CCN(Cc2nc(-c3cccc(Cl)c3)oc2C)CC1)c1ccccc1	4.2	103.8	7.5	0.0	101.7	92.7	87.7	98.5
COc1ccc(CCNC(=O)c2ccc(CN3CCOCC3)cc2)cc1	3.3	71.0	26.5	0.0	86.2	91.7	67.5	105.8
CCOc1ccc(C(=O)NC2CCCCCCC2)cc1	-14.2	97.9	2.0	0.0	104.8	98.1	80.3	102.3
COCc1cc(/C=N\NC(=O)COc2ccccc2)ccc1OC	-6.3	99.7	16.8	0.0	104.7	121.5	96.8	113.2
CCc1ccc(NC(=O)C(=O)NNC(=O)c2ccc(OC)cc2)cc1	5.5	96.3	-3.5	1.0	107.1	90.7	111.5	97.3
Cc1cc(C(=O)N[C@@H](c2ccccc2)[C@]2(C)C[C@H]2[C@@H](C)C(=O)Nc2ccc3ccccc3c2)no1	6.1	82.3	-6.7	0.0	117.7	88.0	78.4	94.4
O=C1CCCN1CCC1CCN(C(=S)Nc2ccc(F)cc2)CC1	-1.6	102.3	7.9	4.0	96.8	99.5	95.2	97.5
Cc1ccc(-c2nnc(SCC(=O)Nc3nccs3)n2N)cc1	-7.9	102.4	-17.8	0.0	97.8	98.9	104.3	98.5
O=C(NC1CCCC1)C(c1ccc(Cl)cc1)N1CCOCC1 (stereo unspecified)	-21.1	100.1	-1.1	5.0	97.9	100.7	100.3	97.8
COCCn1c(=O)[nH]c2cc(C(=O)Nc3cccc(C(C)=O)c3)ccc2c1=O	-6.3	112.3	-0.9	2.0	121.1	106.8	101.7	100.6
CC(C)C(=O)Nc1cccc(NC(=O)c2cccc(Br)c2)c1	-4.1	100.0	-5.8	0.0	96.6	102.6	100.9	101.1
O=C(CN1CCOCC1)NCc1ccccc1	9.3	95.1	6.0	1.0	104.7	107.3	99.3	95.0
Cn1nccc1-c1cc(Cl)cc(Cl)c1O	-13.8	110.4	-3.2	0.0	123.5	110.6	96.3	102.9
CCCN(CCC)c1c([N+](=O)[O-])c(=O)oc2ccccc12	1.0	88.0	16.2	1.0	85.0	94.1	89.2	102.6
O=c1[nH]c(SCc2ccccc2Cl)nc2c1cnn2-c1ccccc1	-22.6	100.5	-29.6	0.0	99.3	100.4	101.4	98.8
COCCNc1cc(C)c(C#N)c2nc3ccccc3n12	-1.0	103.2	0.1	0.0	104.0	93.8	113.5	100.0
Cc1cccc(C)c1NC(=S)N/N=C1\CC2CC=CC12 (stereo unspecified)	-2.7	95.3	8.2	0.0	93.8	94.6	98.7	99.1
COC(=O)/C(C#N)=C/c1c(Oc2cc(C)cc(C)c2)nc2ccccn2c1=O	7.6	99.3	10.8	0.0	97.5	86.2	96.6	92.0
O=S(=O)(c1ccc(Cl)cc1)N1CCC(n2cnc3cc(C(F)(F)F)ccc32)CC1	-2.1	101.6	-5.9	0.0	99.4	103.0	108.4	103.9
CN(CC(=O)Nc1ccccc1N1CCOCC1)S(=O)(=O)c1ccc(Cl)cc1	0.0	108.2	-0.5	0.0	101.0	96.3	104.7	102.3
CCOc1ccc(N2CC(C(=O)Nc3nnc(Cc4ccccc4)s3)CC2=O)cc1 (stereo unspecified)	4.5	102.9	-7.6	0.0	95.1	105.5	98.9	100.4
O=C(NCC1CCCO1)C1CCCN1C(=O)Nc1ccc(Cl)c(Cl)c1 (stereo unspecified)	24.1	90.6	3.4	53.0*	94.1	89.6	85.2	88.1
CCOC(=O)CSc1nnc(-c2cccs2)n1-c1ccccc1	-0.3	98.7	1.4	4.0	99.7	106.0	101.2	98.2
CCC[C@@H](CN1CCC[C@H]1CN1C(N)=NC[C@H]1CC(C)C)N1C[C@@H](Cc2ccccc2)N(CCCC2CCCC2)C1=N	nt	107.4	28.3	0.0	98.7	99.7	103.2	103.8
Cc1cc(C(=O)Cn2nnc3ccccc3c2=O)c(C)n1Cc1cccs1	2.6	102.0	-2.8	0.0	102.6	100.8	94.9	100.3
C[C@H](N)c1nnc(SCC(N)=O)o1	-0.3	112.4	9.4	0.0	107.8	96.5	99.9	100.9
O=c1[nH]c(-c2ccccc2)nc(-c2ccccc2)c1Cl	5.8	100.3	-8.4	0.0	103.7	99.1	102.1	95.6
CN(C1CCS(=O)(=O)C1)S(=O)(=O)c1ccc2ccccc2c1 (stereo unspecified)	-3.4	103.5	-35.8	0.0	99.8	106.2	108.0	97.2
OC(C#CCN1CCCC1)(c1ccccc1)c1cccc(F)c1 (stereo unspecified)	3.5	93.7	10.6	0.0	87.2	100.8	97.0	102.4
COc1ccc(C(=O)NCc2nnc(SCC(=O)Nc3cc(C)on3)o2)cc1OC	-2.2	120.2	0.1	0.0	108.6	108.6	128.7	102.1
CCOC(=O)c1ccc2c(c1)[n+](CC)c(C)n2-c1ccccc1	-4.5	106.4	8.1	0.0	114.8	103.4	99.9	96.5
CC(C)Cn1ccc(=O)n(CC(C)C)c1=O	0.5	110.2	-19.3	1.0	109.0	109.8	107.4	107.7
Nc1ccc(C(=O)N/N=C\c2cc(N=Nc3cccc4ccccc34)ccc2O)cc1	nt	103.7	16.1	0.0	93.5	109.8	99.5	98.8
COc1ccc(S(=O)(=O)Nc2cc3c4c(c2)C(C)C(=O)N4CCC3)cc1OC (stereo unspecified)	28.6	108.4	11.4	0.0	96.1	101.5	101.4	104.7
Nc1nc(NS(=O)(=O)c2ccc(Cl)cc2)nn1-c1ccccc1	3.7	104.7	0.5	4.0	110.8	102.3	101.0	98.8
Cc1c(NC(=O)C2CCN(S(=O)(=O)c3ccccc3)CC2)c(=O)n(-c2ccccc2)n1C	-2.3	101.0	0.1	0.0	100.2	102.2	102.1	97.3
O=S(=O)(NC1CCCC1)c1ccc(S(=O)(=O)N2CCc3ccccc32)cc1	-3.7	96.5	6.9	0.0	95.4	96.4	99.0	94.7
Cc1ccc(OCCNC(=O)c2ccccc2N)cc1	-16.9	75.7	3.0	0.0	104.9	101.5	91.1	92.4
C[C@H](NC(=O)N1CCn2c1nc1ccccc12)C(=O)NC1CCCCC1	-16.2	101.8	16.8	2.0	94.8	100.0	105.9	99.0
Cc1ccc(/C=N/N=C2/NC(=O)C(CC(=O)Nc3ccccc3)S2)o1 (stereo unspecified)	-1.6	101.3	-0.6	0.0	94.0	103.7	96.5	103.1
Cc1ccc(C)c(S(=O)(=O)N2CCCCC2CCNC(=O)C(=O)NCc2ccccn2)c1 (stereo unspecified)	8.3	102.4	33.6	0.0	101.5	114.2	106.0	100.0
CCNc1nc(NC(C)C)nc(ON=C(C)C)n1	-5.7	92.3	-8.1	1.0	92.1	96.0	97.8	97.3
CCOc1ccc(-c2nnc(-c3cccs3)o2)cc1	?	99.6	8.8	0.0	114.9	103.6	96.4	101.3
O=C(COC(=O)c1ccc(OC(F)F)cc1)NCCC1=CCCCC1	13.1	98.3	-16.2	3.0	96.9	95.7	99.2	97.0
CC(C)CC(=O)NC(Nc1ccc([N+](=O)[O-])cc1)C(Cl)(Cl)Cl (stereo unspecified)	-2.6	101.4	3.0	2.0	121.7	153.4	100.1	103.6
O=[N+]([O-])c1ccccc1CS(=O)(=O)c1ccccc1	-14.4	92.7	14.0	2.0	126.9	101.7	104.0	103.8
O=[N+]([O-])c1ccccc1/C=N/Nc1nnc(-c2ccccc2)c(-c2ccccc2)n1	-1.4	94.4	0.4	0.0	91.5	107.8	93.2	94.0
Cc1ccc(OCC(=O)Nc2ccc3c(c2)C(=O)N(CCC(=O)O)C3=O)cc1	-3.2	108.3	-2.4	0.0	109.1	107.4	106.5	104.6
COc1ccc(NS(=O)(=O)c2ccc(NC(=S)NC(=O)/C=C/c3ccc(C)cc3)cc2)nn1	-2.6	91.1	-0.9	1.0	84.4	104.5	95.4	110.5
